hcGAS lum = blocks human cGAS activity; Q8N884; recombinant h-cGAS, ATP depletion, Kinase-Glo luminescence; inhibition, % at 12.5 µM; hit rate 0.081% among 290,000; AID 1259398;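 note: 0% = vehicle reaction and 100% = reaction without DNA for no activity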
Target sequence (Q8N884 whole entry, looked up): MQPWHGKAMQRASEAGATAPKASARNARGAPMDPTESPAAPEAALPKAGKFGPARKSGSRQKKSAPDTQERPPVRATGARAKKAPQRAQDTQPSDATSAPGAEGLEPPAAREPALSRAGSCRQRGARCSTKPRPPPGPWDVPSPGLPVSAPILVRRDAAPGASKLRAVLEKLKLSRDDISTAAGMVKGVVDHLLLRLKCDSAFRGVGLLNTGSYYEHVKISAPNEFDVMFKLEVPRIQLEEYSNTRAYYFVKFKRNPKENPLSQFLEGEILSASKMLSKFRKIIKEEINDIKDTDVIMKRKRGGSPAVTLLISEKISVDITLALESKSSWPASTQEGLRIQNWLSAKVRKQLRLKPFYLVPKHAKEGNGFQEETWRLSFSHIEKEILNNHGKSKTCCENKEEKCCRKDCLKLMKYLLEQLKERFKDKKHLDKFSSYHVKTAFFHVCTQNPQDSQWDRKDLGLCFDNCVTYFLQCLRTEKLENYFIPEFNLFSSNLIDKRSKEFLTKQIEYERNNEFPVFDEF
mcGAS inh = inhibitors of mouse cGAS | Q8C6L5 | recombinant cGAS, Kinase-Glo ATP depletion luminescence | inhibition, % at 12.5 µM | hit rate 0.15% among 160,000 | AID 1259399;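 note: 0% = negative control wells and 100% = reference inhibitor with no enzyme activity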
NPYLR7 ag = activates Aedes aegypti NPYLR7 receptor; HEK293T NPYLR7/Galpha15, GCaMP6s calcium fluorescence; activation, % at 10 µM; hit rate 0.15% among 270,000; in the data active = activation above about 40%;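 note: 0% = vehicle and 100% = reference agonist at the receptor; some compounds past the cut are filed as inactive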
Starred values were filed as active, the others as inactive; nt = no result given; & = joins results of further samples. Cut-off read from the data, not from the text of the source, unless noted: active = inhibition above about 40%; inactive = the rest.

mol	hcGAS lum	mcGAS inh	NPYLR7 ag
CN(C(=O)c1ccsc1)C(Cc1ccccc1)C1CCN(C(=O)c2ccc3c(c2)OCCO3)CC1 (configuration not stated)	-5	-11	4
Clc1cccc(CSc2nnc(-c3ccc4c(c3)OCO4)o2)c1	1	nt	4
Cc1ccc(N2CC(C(=O)Nc3cccc(S(=O)(=O)N4CCCC4)c3)CC2=O)cc1 (configuration not stated)	-4	-8	0
COc1ccc(-c2nn(-c3ccccc3)cc2CN(C)Cc2cnccn2)c(F)c1	-5&4	1	0&-4
N#Cc1c(N)nc2c(c1-c1ccc3c(c1)OCO3)CCCCCC2	-13	nt	3
O=C(Cn1nc2ccc(SCc3ccc(Cl)cc3)nn2c1=O)Nc1ccccc1C(F)(F)F	-6	-9	0
COc1ccc(S(=O)(=O)N2CCN(C)CC2)cc1OC	-6	nt	2
CCc1ccc(CN(C)Cc2snnc2C)nc1	-6	-15	-3
CCOC(=O)c1sc(NC(=O)c2ccc(F)c(F)c2)nc1C	-5	nt	2
CCOC(=O)N1CCC(n2cc(-c3c(C)nn(C)c3Cl)nn2)CC1	-3	-18	27
Oc1ccc(C=NNC(=S)NN=Cc2ccc(O)cc2)cc1	-2	nt	7
O=C(c1ccncc1)N(c1cc2sc(=O)oc2c2ccccc12)S(=O)(=O)c1ccccc1	8	-2	2

Following part.
mol	hcGAS lum	mcGAS inh	NPYLR7 ag
O=C(C1CC1)N1CCC(=NNc2ccccc2C(F)(F)F)CC1	-15	nt	2
Cc1[nH]cnc1C(=O)NCc1nc(-c2cccc(F)c2)c(-c2ccccn2)[nH]1	-1	nt	20
CC(=O)Nc1ccc2c3c(cccc13)C(=O)N(c1ccccc1)C2=O	-6	-5	-1
O=C1NCCN(CCCc2ccccc2)C1CC(=O)N1CCOCC1 (configuration not stated)	2	3	4
Cc1cc(C(=O)CSc2nnc(-c3cccs3)n2C2CC2)c(C)s1	-8	-5	1
Cc1ccc(C(C)NCCNC(=O)C(C)S(C)(=O)=O)o1 (configuration not stated)	-7	nt	3
CCN(C(=O)c1cccc(Br)c1C)c1ccccc1	-4	nt	20
COCC(=O)Nc1c2c(nn1C(C)(C)C)CSC2	-6	-7	-4
CCc1nc2c(OCc3cc(Cl)cc(Cl)c3)cccn2c1N(C=O)Cc1ccccc1	0	-1	10
Cc1ccc(NC(=O)CC2Nc3ccc(C(F)(F)F)cc3NC2=O)c(C)c1 (configuration not stated)	-1	nt	15
CCCc1nc(N2CCCC(c3cc(=O)[nH]cn3)C2)c2cnn(C)c2n1 (configuration not stated)	-1	-13	0
CCOC(=O)C1CCCN(C(=O)c2cnn(-c3ccc(F)cc3)c2-c2ccccc2)C1 (configuration not stated)	-2	-7	5

One compound at a time, as listed above:
O=C1NCCN(CCCc2ccccc2)C1CC(=O)N1CCOCC1 (configuration not stated) across the screens: hcGAS lum: 2; mcGAS inh: 3; NPYLR7 ag: 4
Cc1ccc(C(C)NCCNC(=O)C(C)S(C)(=O)=O)o1 (configuration not stated) across the screens: hcGAS lum: -7; mcGAS inh: nt; NPYLR7 ag: 3

Later entries.
mol	hcGAS lum	mcGAS inh	NPYLR7 ag
Nc1nc(CSCc2cc(Cl)c3c(c2)OCO3)nc2ccccc12	-3	nt	4
O=C(CCC1CCCCC1)Nc1nccs1	-3&-15	nt	3&-1
Cc1cccn2c(CNC(=O)c3cc(-c4ccccc4O)n[nH]3)cnc12	-4	-12	-7
Cc1ccccc1NC(=O)c1nnn(-c2cc(Cl)ccc2C)c1C	-6	-8	-5
CNC(=O)[C@@H]1CN(C(=O)c2cc(C)[nH]n2)C[C@H]1C1CCN(C)CC1	7	1	nt
CCOC(=O)C1=C(CC)NC2=C(C(=O)CCC2)C1c1ccc(O)cc1 (configuration not stated)	-2	-4	4
COCCn1c(CN2CCc3sccc3C2)cnc1S(=O)(=O)CC1CCCCC1	-9	nt	1
O=c1cc(-c2ccccc2)n2ccccc2n1	-4	-4	8
COc1ccc(CC(=O)OCc2cc(-c3cc4ccccc4o3)on2)cc1	-3	nt	-4
Cc1ccccc1-n1c(-c2ccc(Cl)cc2)cc(C(=O)N2CCN(C(=O)Cc3ccccc3)CC2)c1C	-5	-4	nt
CC1CCc2c(sc(=O)n2CC(=O)Nc2cc(F)ccc2F)C1 (configuration not stated)	-10	nt	4
CCN(CC)S(=O)(=O)c1ccc(NC(C)CCc2ccccc2)nc1 (configuration not stated)	-4	nt	4

A few values from the entries so far:
mcGAS inh, Cc1ccccc1-n1c(-c2ccc(Cl)cc2)cc(C(=O)N2CCN(C(=O)Cc3ccccc3)CC2)c1C : -4
NPYLR7 ag, COCCn1c(CN2CCc3sccc3C2)cnc1S(=O)(=O)CC1CCCCC1 : 1

Further structures:
mol	hcGAS lum	mcGAS inh	NPYLR7 ag
COc1cccc(-c2ccc(CNC(=O)c3n[nH]c(=O)[nH]3)cc2)c1	-5	nt	3
O=C(CCl)N1CCN(c2ccccc2F)CC1	-1	0	-5
COc1cccc(OCC(O)CN2CCC(CN3C(=O)c4cccc5cccc(c45)C3=O)CC2)c1 (configuration not stated)	0	nt	17
C=CCOc1c(OC)ccc2c1CN(C1CCCC1)C(=O)CCN2C(=O)OCC	-9	-8	-2
CCC(C)NC(=O)Cc1csc(SCc2ccc(C)cc2)n1 (configuration not stated)	-1	1	nt
Cc1noc(C)c1CNC(=O)[C@H](N)CC(C)C	-7	nt	16
COc1ccc(C(=O)Nc2ccc3c(c2)CCC(=O)N3CCC(C)C)c(OC)c1	-8	nt	8
COCc1cc(C)nc(OCC(=O)N/N=C\c2ccncc2)c1C#N	-3	-5	-6
Cc1nc(Cl)cc(Sc2nnc(N3CCCC3)s2)n1	-4	nt	9
O=C(NCCNc1cnccn1)N1CCCC1	-6	-11	5
COCCN(CC(=O)Nc1cc(C(C)(C)C)nn1-c1ccc(C)cc1C)C(=O)NC12CC3CC(CC(C3)C1)C2	-6	-5	7
O=C1c2ccccc2C(=O)c2cc(Br)ccc21	-4	-9	20

Continuation:
smiles | hcGAS lum | mcGAS inh | NPYLR7 ag
Cc1cc(CC(C)NC(=O)C2=NNC(=O)CC2)n[nH]1 (configuration not stated) | -7 | nt | 4
CNC(=O)Cn1cc(-c2cccc3ccnn23)cn1 | -9 | -11 | 5
CSC(N)=NCCC[C@H](N)C(=O)O | -8 | -4 | 5
CCN(CC)S(=O)(=O)c1ccc(C(=O)Nc2c3c(nn2-c2cc(C)cc(C)c2)CSC3)cc1 | -3 | nt | 1
O=C1c2ccccc2C(=O)N1CCCCN(C(=O)c1ccccc1[N+](=O)[O-])c1ccc(Cl)cc1 | -1 | -4 | -1
CC(NC(=O)c1ccc(S(C)(=O)=O)cc1)C(C)(C)C (configuration not stated) | -8 | nt | 15
O=C(c1scc2c1CCCC2)N1CCOc2ccc(CN3CCN(c4ncccn4)CC3)cc2C1 | -2 | -9 | 3
Cc1cc(C(=O)NC(C)c2cnn(-c3ccccn3)c2C)nc(C)n1 (configuration not stated) | -6 | -2 | 5
N#Cc1cccc(CNC2CCC3(CC2)OCCO3)c1 | -11 | -7 | 12
Nc1nc(Nc2ccccc2)nc(NCc2ccco2)c1[N+](=O)[O-] | 2 | -1 | 3
Cc1cc2c(o1)CC(C)(C)CC2NC(=O)c1c(C)nn(C)c1Cl (configuration not stated) | -15 | -10 | 0
CCNC(=O)N1CCC(NS(=O)(=O)NCc2ccccc2)CC1 | 4 | nt | -3
CC1(c2ccccc2)NC(=O)N(CC(=O)Nc2ccccc2)C1=O (configuration not stated) | -3 | -10 | 0
CCOC(=O)Cc1c(C)nc2ncnn2c1N1CCN(C(=O)Nc2ccc(OC)cc2OC)CC1 | -7 | -9 | 2
COc1ccc(COn2c(=O)c(-c3ccc(-c4ccccc4)cc3)[n+]([O-])c3ccccc32)cc1 | -3 | nt | -2

Next records
smiles | hcGAS lum | mcGAS inh | NPYLR7 ag
Cc1ccc(CCC(=O)N2Cc3cnc(C(C)(C)C)nc3C2)cc1 | -5 | -21 | 1
COC(CNC(=O)c1sc2nc(-c3ccccc3)cn2c1C)OC | -4 | -5 | 5
CCOC(=O)Cn1c2ccccc2c2nc3ccccc3nc21 | -2 | -7 | -1
CCCN(C(=O)/C=C/c1ccccc1)C(C)c1nc2cc(Cl)ccc2c(=O)n1-c1ccc(C)cc1 (configuration not stated) | -12 | -5 | nt
Cc1ccc(N=C2NC(=O)/C(=C/c3ccccc3)S2)cc1 | -3 | nt | -1
Cc1csc2nc(O)c(C(=O)NCc3c(F)cccc3F)c(=O)n12 | -8 | -9 | 2
O=c1c2ccc(F)cc2ncn1CC(O)COc1cc(Cl)ccc1Cl (configuration not stated) | -5 | -7 | 7
COc1ccc2nc(CN3CCN(CC(=O)NC(C)C)CC3)[nH]c2c1 | -4 | nt | 0
CN1CC2(CCCN(C(=O)c3cc(=O)n(-c4ccccc4)[nH]3)C2)OC1=O (configuration not stated) | -9 | nt | 3
COc1cc(C(=O)N2N=C(c3ccccc3)CC2c2ccco2)cc(OC)c1OC (configuration not stated) | -9 | -9 | nt
Cc1ccc(Cl)cc1NC(=O)CSc1nccc(N2CCCCC2)n1 | -6 | -4 | -2
Nc1ccc(Sc2ccc(Br)cc2)cc1 | -5 | nt | -3
CCOc1ccc(-c2nc(CSc3nc(-c4ccc(OC)cc4)cc(=O)[nH]3)c(C)o2)cc1 | 2 | 3 | -2
O=C(NCC(=O)N1CCc2[nH]c3ccccc3c2C1)c1cccc(OC(F)F)c1 | 1 | 1 | 2
Cn1c(=O)n(Cc2ccccc2)c(=O)c2c1nc(N1CCCC1)n2Cc1ccccc1 | -1 | -6 | 1

Next compounds follow:
smiles | hcGAS lum | mcGAS inh | NPYLR7 ag
Cc1cccc2c(N=Nc3ncc(Cl)cc3Cl)c(O)[nH]c12 | -5 | nt | 1
O=C1OC(c2cccc(F)c2)=NC1=Cc1cccc(F)c1 | -4 | -3 | 1
COc1ccc(-n2cc(CN3CCSCC3)c(-c3cccc(F)c3)n2)cc1 | -12 | -12 | 13
CNc1cccc(-c2ccc(O)cc2C)n1 | -16 | nt | 2
COc1c2c(cc3c1C(CC(=O)c1c(O)c(OC)c4occc4c1OC)[N+](C)(C)CC3)OCO2 (configuration not stated) | 0 | -4 | 1
Cc1ccccc1CC(=O)N1CCC(n2cnc3ccccc32)CC1 | -9 | -5 | nt
COC(=O)c1ccoc1COC(=O)c1cccc2c1OC(C)C2C (configuration not stated) | -4 | nt | -4
CCC(Nc1nc(COC)nc2c1cnn2C)c1ccnn1C (configuration not stated) | -6 | nt | 7
O=c1ccc(-c2ccc(F)cc2)nn1CCNS(=O)(=O)c1ccc(F)cc1F | -3 | -8 | -3
C=CCN(Cc1nccn1Cc1ccc(C(F)(F)F)cc1)C(=O)c1ccc(Cl)cc1 | -3 | -8 | nt
CCCc1c(C(=O)NCCO)nnn1-c1ccc(C)cc1 | -14 | -10 | 4
Cc1cc(Oc2ccc(Cl)cc2)nc(SCc2c(F)cccc2F)n1 | -1 | -3 | 10
O=C(CCn1c(=S)[nH]c2ccccc2c1=O)N1CCOCC1 | -8 | -7 | 3
O=S(=O)(NCc1ccncc1)c1ccc(F)cc1 | -7 | -4 | 0
Cc1cccc(-n2nc(-c3ccccc3)c3c2N(CC(=O)NCc2cccnc2)C(=O)CSC3c2ccccc2Cl)c1C (configuration not stated) | -10 | -5 | 14

The listing continues.
smiles | hcGAS lum | mcGAS inh | NPYLR7 ag
COc1ccc2c(c1)N1CCN(c3ccccc3Cl)CC1C(C(=O)NCCN1CCCC1)C2 (configuration not stated) | 1 | 0 | nt
O=C(OCc1c(F)cccc1Cl)C1Cc2cc(Cl)ccc2O1 (configuration not stated) | -4 | nt | 0
O=C1COc2ccc(C(=O)Nc3ccc(N4CCCC4=O)cc3)cc2N1 | -4 | -9 | 3
c1nc(N2CCNCC2)c2sc3nc(N4CCOCC4)c4c(c3c2n1)CCCC4 | -5 | -3 | 9
CC1=C(C(=O)OC(C)C)C(c2c(O)ccc3ccccc23)NC(=O)N1C (configuration not stated) | -8 | nt | -6
O=C(Nn1c(O)c(C=C2C=Nc3ccccc32)sc1=S)c1ccccc1[N+](=O)[O-] | -5 | -5 | 12
Oc1[nH]c2c(Cl)cc(Cl)cc2c1N=Nc1nc2ccccc2o1 | 2 | 3 | 5
O=C1C(=Cc2ccc(F)cc2)CSc2ccc(F)cc21 | -16 | -1 | 0
COc1ccc2nc(-c3ccc(OC)c(NC(=O)C4CCCC4)c3)cn2n1 | -5 | -9 | -10
CN1CCc2[nH]nc(C(=O)NCCc3nc4c(s3)CCCC4)c2C1 | -4 | -8 | 6
CC(=O)c1ccc(OCc2cc(C(=O)N3CCCCC3CCO)no2)cc1 (configuration not stated) | -8 | nt | 0
Cc1ccsc1[C@@H]1CCN(Cc2cccc3c2OCO3)C[C@H]1O | -2 | nt | 7
CC(NC(=O)c1ccc[nH]c1=O)c1ccc(Cl)c(Cl)c1 (configuration not stated) | -16 | nt | 0
COc1cccc(NC(=O)N(CC(=O)N(Cc2ccc(F)cc2)Cc2sccc2C)C2CC2)c1 | -2 | -5 | 16
CCc1nc(C)c(C(=O)NCCc2ccc(-c3csc(C)n3)s2)s1 | -14 | nt | -2

Further results follow:
smiles | hcGAS lum | mcGAS inh | NPYLR7 ag
COc1ccc(OC)c(C2CCCN2C(=O)CNC(=O)c2ccc(Cl)c(Cl)c2)c1 (configuration not stated) | -5 | -5 | 12
CCCN=C1CC(C)(C)C(C(=O)OC)C(O)=C1C(=O)CCC (configuration not stated) | -7 | nt | 0
Cc1cccc(NC(=O)CNC(C)c2ccc(Cl)cc2)c1C (configuration not stated) | -1 | nt | -2
CCc1ccc(S(=O)(=O)N2CCC(CO)(Cc3ccc(OC)cc3)CC2)s1 | -4 | nt | 7
CCC(=O)NCc1ccccc1-c1cc(F)c2c(c1)CC(CN)O2 (configuration not stated) | 1 | -15 | 3
Cn1cc(C(=O)NC2CCCCC2)c2[nH]c(=O)n(-c3ccccc3)c(=O)c21 | -3 | nt | 21

Screens as filed in PubChem.

Rows were taken by chance. Share with any hit: about 0.29%.
